TNAP inh hiacc: human TNAP enzyme inhibitors, primary screen, biochemical, luminescent, high phosphate acceptor level, uHTS; Alkaline phosphatase, tissue-nonspecific isozyme (Homo sapiens), P05186; purified TNAP, CDP-star luminescence, 1 M DEA; inhibition, % at 20 µM; actives 0.03% (n = 200,000);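 active means over 50% inhibition of tissue-nonspecific alkaline phosphatase at 20 µM in the single-dose screen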;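 further: plate controls were DMSO wells for no effect and EDTA-quenched wells as full inhibition for full effect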
Target sequence (P05186 whole entry, looked up): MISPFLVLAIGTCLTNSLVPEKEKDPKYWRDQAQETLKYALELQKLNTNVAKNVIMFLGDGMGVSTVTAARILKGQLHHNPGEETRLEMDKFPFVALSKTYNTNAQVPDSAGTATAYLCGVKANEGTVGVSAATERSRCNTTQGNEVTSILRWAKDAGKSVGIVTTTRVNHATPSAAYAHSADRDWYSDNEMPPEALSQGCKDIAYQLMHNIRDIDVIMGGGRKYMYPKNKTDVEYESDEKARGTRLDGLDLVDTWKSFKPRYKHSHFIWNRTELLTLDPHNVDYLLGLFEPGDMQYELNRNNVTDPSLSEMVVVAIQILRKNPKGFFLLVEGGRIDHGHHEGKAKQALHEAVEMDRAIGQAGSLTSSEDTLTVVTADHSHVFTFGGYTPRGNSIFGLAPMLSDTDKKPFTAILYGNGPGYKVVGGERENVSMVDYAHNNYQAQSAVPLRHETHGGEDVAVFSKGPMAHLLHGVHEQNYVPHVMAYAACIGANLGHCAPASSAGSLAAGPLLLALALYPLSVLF
TNAP inh no acc: human TNAP enzyme inhibitors, primary screen, biochemical, luminescent, no phosphate acceptor, uHTS; inhibition, % at 20 µM; Alkaline phosphatase, tissue-nonspecific isozyme (Homo sapiens), P05186; AID 1012, 2008; actives 0.26% (n = 200,000); purified TNAP, CDP-star luminescence, 30 min;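 active means tissue-nonspecific alkaline phosphatase inhibition above about 50% at 20 µM in the single-dose screen, limit read from the data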;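 further: 0% = DMSO negative control and 100% = EDTA positive control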
bIAP activator: bovine intestinal alkaline phosphatase activators, primary screen, biochemical, bovine IAP, CDP-star luminescence; alkaline phosphatase, intestinal [Bos taurus]; purified bovine IAP, 30 min; stronger effect = higher value; fold of DMSO-control signal, blank-subtracted; activation factor at 20 µM; actives 0.17% (n = 200,000); AID 1016, 2008;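 active means activation factor of 2 or more at 20 µM, a signal rise over negative controls twice the positive control's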
PMI activator: activators of human PMI, primary screen, biochemical, fluorescence intensity, near-Km mannose 6-phosphate; Mannose-6-phosphate isomerase (Homo sapiens), P34949; purified human PMI, coupled resazurin fluorescence, 20 min; stronger effect = higher value; 1 = vehicle control, 0 substrate-free wells; activation factor at 20 µM; actives 0.005% (n = 190,000); AID 1214, 2008;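 active means activation factor of 2 or more at 20 µM, relative to plate controls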
Target sequence (P34949 whole entry, looked up): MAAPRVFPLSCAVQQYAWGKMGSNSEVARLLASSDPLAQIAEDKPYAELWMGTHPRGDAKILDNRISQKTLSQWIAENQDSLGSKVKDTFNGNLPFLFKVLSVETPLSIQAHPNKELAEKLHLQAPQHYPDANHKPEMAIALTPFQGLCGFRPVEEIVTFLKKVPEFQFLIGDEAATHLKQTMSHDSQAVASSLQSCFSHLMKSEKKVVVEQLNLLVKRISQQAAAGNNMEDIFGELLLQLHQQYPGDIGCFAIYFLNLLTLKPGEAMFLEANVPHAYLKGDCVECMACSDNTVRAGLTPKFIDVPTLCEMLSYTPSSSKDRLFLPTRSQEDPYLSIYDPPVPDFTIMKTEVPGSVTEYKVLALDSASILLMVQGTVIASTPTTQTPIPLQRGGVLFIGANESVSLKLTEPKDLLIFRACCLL
Diaph act CS: compounds boosting diaphorase resazurin reduction – biochemical, uHTS, resorufin fluorescence, counter-screen for diaphorase-coupled primary assays, primary screen; activation factor at 20 µM; actives 0.005% (n = 190,000); Diaphorase/resazurin coupled assay, 16 min; stronger effect = higher value; 1 = vehicle wells, 0 = NADH-free wells; AID 1229, 2008;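 active means diaphorase activity raised at least twofold by the compound at 20 µM; inactive means activation factor below 2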
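Assay system: Purified diaphorase enzyme from Clostridium kluyveri | Amount: Enzyme 0.07 U/mL final | Dosing: Compound 20 µM once, DMSO 1% | Timing: 16 min reaction at room temperature | Detection: Fluorescence, excitation 544 nm and emission 590 nm | Evaluation: Higher resorufin formation from activation or reduction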
TNAP act hi DEA: TNAP activators at high phosphate acceptor level, primary screen, biochemical, luminescence, uHTS | activation factor at 20 µM | AID 1136, 2008 | 200,000 tested, under 10 active | Alkaline phosphatase, tissue-nonspecific isozyme (Homo sapiens), P05186 | purified TNAP, CDP-star luminescence, 1 M DEA, 30 min; stronger effect = higher value; 0 = EDTA background, 1 = DMSO-only activity;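 active means activation factor at least 2 at 20 µM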
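Assay system: human TNAP; Input: enzyme diluted 1/800 final; Reagent: CDP-star luminogenic substrate at 100 µM final; Timing: 30 min, room temperature; Signal: luminescence; Evaluation: TNAP activation factor scaled between EDTA and DMSO control wells.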
PMI act satM6P: human PMI activators, high substrate, primary screen, biochemical, fluorescence intensity, near-saturating mannose 6-phosphate | AID 1216, 2008 | Mannose-6-phosphate isomerase (Homo sapiens), P34949 | coupled PMI enzyme assay, resazurin fluorescence, 20 min; stronger effect = higher value; 1 = untreated enzyme, 0 = substrate-free blank | activation factor at 20 µM | actives 0.34% (n = 190,000);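 active means activation factor of 2 or more at 20 µM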
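Material: human phosphomannose isomerase with PGI, G6PDH, diaphorase coupling enzymes / Reagent: Man-6-P substrate 1.0 mM / Dosing: single compound dose of 20 µM, 1% DMSO final / Incubation: enzyme reaction with compound 20 min at room temperature / Signal: resorufin fluorescence (Ex 544/Em 590 nm) from resazurin via diaphorase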
bIAP inh: bovine intestinal alkaline phosphatase inhibitors, primary screen, selectivity assay for TNAP inhibitor project, biochemical, bovine IAP, CDP-star luminescence | alkaline phosphatase, intestinal [Bos taurus] | 190,000 tested, under 10 active | AID 1019, 2008 | purified bovine IAP, 30 min | inhibition, % at 20 µM;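 active means over 50% inhibition of intestinal alkaline phosphatase at 20 µM in the single-dose screen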
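System: purified bovine intestinal alkaline phosphatase (IAP) enzyme; Input: IAP diluted 1/65,000,000 in the well; Measured by: CDP-star luminescence signal; Compound dosing: 20 µM single dose; Incubation: 30 min reaction at room temperature.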
Diaph inh CS: diaphorase inhibitors and chemical oxidizers, primary screen, counter-screen for diaphorase-coupled primary assays, biochemical, uHTS, resorufin fluorescence | diaphorase resazurin-to-resorufin fluorescence, NADH, 16 min; bacterial (C. kluyveri) enzyme, not human | inhibition, % at 20 µM | actives 0.69% (n = 190,000) | AID 1217, 2008;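 active means primary screen inhibition at 20 µM above a set limit, cut at about 50% in these data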;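 further: plate controls were DMSO with full reaction for no effect and wells lacking NADH for full effect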
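material = Clostridium kluyveri diaphorase enzyme | amount = 0.14 U/mL diaphorase, enzyme working solution | schedule = incubation 16 min, room temperature | detection = fluorescence of resorufin formed from resazurin, Ex 544/Em 590 nm | benchmarks = positive control minus NADH, DMSO neutral control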
Lmaj promast: Leishmania major promastigote growth inhibition, primary screen; Leishmania major promastigotes, resazurin fluorescence viability; inhibition, % at 10 µM; actives 9% (n = 200,000); AID 1063, 2008; in the data active means inhibition above about 50%;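 further: promastigotes grown with compound for 44 hours at 28 °C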
Active calls of the source: *; . = no result given.

SMILES,TNAP inh hiacc,TNAP inh no acc,bIAP activator,PMI activator,Diaph act CS,TNAP act hi DEA,PMI act satM6P,bIAP inh,Diaph inh CS,Lmaj promast
CC1(C)CC(=O)C2=C(C1)N(N1CCOCC1)C(N)=C(C#N)C2c1cccs1 (configuration not stated),2,-3,1,1,1,1,0.6,4,2,35
Nc1ccc2c(c1)OCCOCCOCCOCCOCCO2,4,-6,1.1,1.1,0.9,1,0.5,-6,10,-6
CCOC(=O)Cc1csc(NS(=O)(=O)c2ccc(SC)cc2)n1,-6,-13,1.1,1,0.9,1.1,1,-12,10,-2
COCc1cc(C)n(CC(=O)NCc2ccccc2)c(=O)c1C#N,-4,-6,1,1.1,1,1,1.1,0,3,-4
COc1ccc(N2CCN(C(=S)NCc3ccccc3)CC2)cc1,-4,-13,0.9,1,0.9,1,1,7,6,-9
COc1ccc(-c2csc(N(CCCN(C)C)C(=O)c3cccs3)n2)cc1,-1,0,1,0.9,0.9,1,0.9,3,7,92*
COc1ccc(N2C(=O)C(Cl)=C(Nc3ccc(OC)cc3OC)C2=O)cc1,-1,-6,1.2,1.2,1.1,1,1,-22,-9,1
CCOC(=O)C1CCCCN1Cc1ccc(OC)c(OC)c1OC (configuration not stated),-8,1,1,1,0.9,1.1,1.1,-5,5,3
CC(C)CNC(=S)N1CCC(c2nc(-c3ccc(F)cc3)no2)CC1,2,-6,1.1,0.9,0.8,1,0.9,-7,20,-4
Cc1ccc(C(=O)N/C(=C/C=C/c2ccccc2)C(=O)NCc2ccco2)cc1,1,-3,0.9,0.9,0.9,1,0.9,8,10,-8
Cc1cc2cc(CNC(=O)Cc3ccc([N+](=O)[O-])cc3)ccc2[nH]1,-1,-3,1,0.9,0.9,1,1,1,10,9
COC(=O)[C@@]1(Cc2ccc(F)cc2)[C@H]2c3cc(C(=O)N(C)C)n(Cc4ccc(OC(F)(F)F)cc4)c3C[C@H]2CN1C(=O)c1ccccc1,3,-2,0.9,0.9,0.8,1,0.9,14,22,83*
Cc1cc(NC(=O)c2ccc(COc3ccc(Cl)c(C)c3)o2)no1,-4,-7,0.3,1,1,1,1,.,1,-5
CC(C)c1nc(SCC(=O)Nc2c[nH]c(=O)[nH]c2=O)c2cnn(-c3ccccc3)c2n1,-5,-54,1.2,1.1,0.9,1,1.1,-17,6,28
C=CCn1c(=NC(=O)c2ccc(S(=O)(=O)N3CCc4ccccc4C3)cc2)sc2cc(S(N)(=O)=O)ccc21,-3,-2,1.3,1,0.8,1,1,-34,20,9
COc1ccccc1CNC(=O)CSc1ccc(C)cc1,-7,-7,1.1,1,0.9,1.1,1,-13,8,-5
CC(=O)N1N=C(c2cccc([N+](=O)[O-])c2)OC1c1ccc(Cl)cc1Cl (configuration not stated),-3,-7,1,0.8,0.7,1,0.9,1,27,-4
COC(=O)C1CCN(C(=O)COC(=O)[C@@H]2CC(O)CN2S(=O)(=O)c2ccc3c(c2)OCCO3)CC1 (some centres not stated),0,7,1.1,1.1,0.9,1,0.9,-5,10,51*
Cc1oc(-c2ccc(Cl)cc2)nc1CN1CCCC(C(=O)NCc2ccccn2)C1 (configuration not stated),0,-6,1.1,0.9,0.9,1,0.9,-7,11,-3
FC(F)Oc1ccc(-c2csc(NNC3=NCCCCC3)n2)cc1,2,-33,1.1,1.4,0.8,1,1.8,-13,17,13

Molecules above with a furan ring, fused or not (two):
SMILES,TNAP inh hiacc,TNAP inh no acc,bIAP activator,PMI activator,Diaph act CS,TNAP act hi DEA,PMI act satM6P,bIAP inh,Diaph inh CS,Lmaj promast
Cc1ccc(C(=O)N/C(=C/C=C/c2ccccc2)C(=O)NCc2ccco2)cc1,1,-3,0.9,0.9,0.9,1,0.9,8,10,-8
Cc1cc(NC(=O)c2ccc(COc3ccc(Cl)c(C)c3)o2)no1,-4,-7,0.3,1,1,1,1,.,1,-5

(listing goes on)
SMILES,TNAP inh hiacc,TNAP inh no acc,bIAP activator,PMI activator,Diaph act CS,TNAP act hi DEA,PMI act satM6P,bIAP inh,Diaph inh CS,Lmaj promast
CNS(=O)(=O)c1cccc(C(=O)OCC(=O)Nc2sc3c(c2C#N)CCCCC3)c1,7,-8,1,0.7,0.6,0.9,0.8,-4,40,-13
Cc1ccc(S(=O)(=O)C2(C(=O)N3CCCCCC3)CC2)cc1,-10,-11,1.1,0.9,1,1.1,1,-10,-4,-3
CCOC(=O)c1c(NC(=O)CSc2n[nH]c(CNc3ccccc3)n2)sc(C)c1C,-2,2,0.5,1,1,1,1,.,-4,24
O=C(N/C(=C\c1ccc([N+](=O)[O-])cc1)C(=O)N1CCCCC1)c1ccccc1,1,-9,0.9,1,0.9,1,1,12,6,12
CCOC(=O)C(NC(=O)CCl)(Nc1sc(C)c(CC)c1C#N)C(F)(F)F (configuration not stated),-7,-16,0.7,1.1,0.8,1.1,0.9,35,21,30
CCOc1ccc(-c2[nH]ncc2Oc2ccccc2OC)c(O)c1,-2,-12,1.4,0.9,0.7,1,0.9,-40,26,16
CCOc1cc2[nH]c(=S)n(CCC(=O)NCc3ccco3)c(=O)c2cc1OCC,1,-3,0.9,0.9,0.9,1,0.9,14,7,-8
COc1ccc(NC(=O)CS(=O)CC(=O)NCC2OCCc3ccccc32)cc1 (configuration not stated),3,-6,1.1,1.1,1,1,1.1,-6,4,-8
COc1ccc(-n2c(=O)c3c4c(sc3n(CC(=O)Nc3cc(C)[nH]n3)c2=O)CCCC4)c(OC)c1,-2,-40,1.4,0.8,0.8,1,0.9,-36,22,1
CCCCOc1ccc(CSc2n[nH]c(C)n2)cc1,1,-22,1.2,0.9,0.9,1,0.9,-16,13,-5
OCCN1CN=C(Nc2nc3ccccc3o2)NC1,-5,-12,1,1,0.8,1.1,1,-2,16,-3
COc1cc(OC)c(C2=NOC(C(=O)O)C2)cc1Cl (configuration not stated),-4,-10,0.9,0.9,0.9,1,1,12,12,-6
COc1cc(-c2nnc(CSc3nnc4nc(C)cc(C)n34)o2)cc(OC)c1OC,-7,-1,1,1,1,1.1,1.1,0,-2,-3
Cc1ccc2[nH]cc(C(=O)CN3CCN(c4ccccn4)CC3)c2c1,-3,-11,1.1,1.3,0.9,1,1.2,-8,6,2
O=C(c1ccco1)N1CCN(c2ccccc2F)CC1,-2,-2,0.9,0.9,1,1,1,9,3,-6
CC(C)COC(=O)Nc1nnc(Cc2ccccc2)s1,-1,-6,1,.,.,1,.,1,.,-7
Cc1cc(C(=O)N/N=C/c2ccc(N3CCOCC3)cc2)c(C)o1,-3,-7,1,1.2,1.1,1,1.1,-1,-8,8
CCCCOc1ccc(/C=C/C2=CC(C)(C)NC(=S)N2)cc1OCC,9,-4,1,1.6,1,0.9,2*,4,3,20
Cc1ccc(S(=O)(=O)/N=S(\C)CC2CC2(Cl)Cl)cc1 (configuration not stated),-9,-14,0.9,0.9,0.9,1.1,1,10,12,-6
CS(=O)(=O)c1ccc2nc(NC(=O)C3C4C=CC(C4)C3C(=O)O)sc2c1 (configuration not stated),2,-6,0.9,0.9,0.9,1,1,13,6,-3
CC(C)(C)c1cccc(Oc2nn[nH]n2)c1,-1,-9,1,1.1,1,1,1.1,-2,2,-5
CCO/N=C(\C)c1c(O)c2ccccc2n(C)c1=O,-3,8,0.8,1.1,1,1,1,17,2,-4
CC(=O)Nc1ccc(OCC(O)Cn2nc(C)c(C(C)=O)c2C)cc1 (configuration not stated),-1,-10,1,0.9,0.9,1,0.9,4,11,5
COc1cc(NS(=O)(=O)c2ccc(N/C=C(\C=O)c3nc4ccccc4o3)cc2)nc(OC)n1,0,-24,1,1.1,0.9,1,1.1,2,8,-5
CC(C1CCN(Cc2cn(C)nc2-c2cccc(Cl)c2)CC1)N1CCOCC1 (configuration not stated),-4,-8,1.1,0.9,1,1,0.9,-11,-2,69*
